CHRM4 agonist – human M4 muscarinic receptor agonists, primary screen, CHO-K1 cells, Fluo-8 calcium fluorescence; actives 0.14% (n = 360,000); Muscarinic acetylcholine receptor M4 (Homo sapiens), P08173; activation, % at 3 µM; CHO-K1 hM4/Gqi5; vehicle 0%, full acetylcholine response 100%; AID 624127, 2012;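 active = activation above the run mean over all test wells plus 3 SD, cut at about 32% in these data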;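 also: peak over basal fluorescence ratio per well then scaled between controls; 0% = DMSO wells and 100% = acetylcholine at EC100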
Target sequence (P08173 whole entry, looked up): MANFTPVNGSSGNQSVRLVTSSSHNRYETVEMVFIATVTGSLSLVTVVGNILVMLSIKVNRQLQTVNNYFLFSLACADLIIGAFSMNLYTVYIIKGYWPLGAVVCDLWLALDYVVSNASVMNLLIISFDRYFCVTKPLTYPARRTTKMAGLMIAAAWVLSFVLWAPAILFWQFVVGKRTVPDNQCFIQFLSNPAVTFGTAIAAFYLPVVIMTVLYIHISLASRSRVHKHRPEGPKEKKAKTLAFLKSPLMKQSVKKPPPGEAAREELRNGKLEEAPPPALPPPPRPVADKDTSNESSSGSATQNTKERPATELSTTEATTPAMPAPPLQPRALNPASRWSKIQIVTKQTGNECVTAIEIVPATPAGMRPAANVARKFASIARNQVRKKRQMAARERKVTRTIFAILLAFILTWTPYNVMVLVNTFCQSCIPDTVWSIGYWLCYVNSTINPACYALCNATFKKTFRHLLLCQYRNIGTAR
CHRM5 antagonist – human M5 muscarinic receptor antagonists, primary screen, CHO cells, Fluo-8 calcium fluorescence; CHO-hM5 cells, ACh EC80; inhibition, % at 3 µM; actives 0.59% (n = 360,000);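 active = inhibition above a per-plate cutoff, the mean of that plate's test compounds plus 3 SD, cut at about 27% in these data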;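 also: 0% = acetylcholine EC80 with DMSO and 100% = DMSO without agonist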
Target sequence (P08912 whole entry, looked up): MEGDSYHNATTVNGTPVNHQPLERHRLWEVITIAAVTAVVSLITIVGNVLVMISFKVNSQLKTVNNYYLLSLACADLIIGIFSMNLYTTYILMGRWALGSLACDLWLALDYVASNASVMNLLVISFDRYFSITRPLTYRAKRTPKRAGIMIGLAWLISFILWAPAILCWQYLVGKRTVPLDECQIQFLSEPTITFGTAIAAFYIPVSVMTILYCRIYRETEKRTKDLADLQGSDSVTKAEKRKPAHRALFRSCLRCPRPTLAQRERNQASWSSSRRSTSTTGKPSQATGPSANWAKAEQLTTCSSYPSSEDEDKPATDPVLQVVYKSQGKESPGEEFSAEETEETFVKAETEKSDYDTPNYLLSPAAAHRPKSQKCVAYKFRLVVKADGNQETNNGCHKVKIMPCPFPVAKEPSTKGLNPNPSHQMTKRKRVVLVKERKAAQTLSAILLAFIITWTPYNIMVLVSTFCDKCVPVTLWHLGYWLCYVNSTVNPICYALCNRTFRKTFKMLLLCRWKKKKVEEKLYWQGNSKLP
M5 PAM – human M5 muscarinic receptor positive allosteric modulators, primary screen, CHO-K1 cells, Fluo-8 calcium fluorescence. Muscarinic acetylcholine receptor M5 (Homo sapiens), P08912. CHO-K1 hM5, ACh EC20 PAM; 0% = ACh EC20, 100% = ACh EC100. activation, % at 3 µM. actives 0.3% (n = 360,000). AID 624038, 2012;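 active = activation above the run cutoff, the mean activation of all test compounds plus 3 SD, cut at about 18% in these data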
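Probe or stimulus: acetylcholine, EC20 level; Assay system: human M5 receptor in CHO-K1 cells; Schedule: compound preincubation 140 s before EC20 acetylcholine addition; Technique: intracellular calcium via Fluo-8 fluorescence; Dosing: single-point, 3 µM nominal; Read-out basis: percent activation from peak-over-basal fluorescence ratio, scaled EC20-to-EC100 acetylcholine; Repeats: one well per compound, no replicates.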
CHRM5 agonist – human M5 muscarinic receptor agonists, primary screen, CHO-K1 cells, Fluo-8 calcium fluorescence; AID 624037, 2012; activation, % at 3 µM; CHO-K1 hM5 cells; 0% DMSO wells, 100% maximal acetylcholine response; Muscarinic acetylcholine receptor M5 (Homo sapiens), P08912; actives 0.19% (n = 360,000);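 active = activation above the run's mean over test compounds plus 3 SD, cut at about 23% in these data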;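 also: signal is peak over basal fluorescence ratio across the kinetic read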
CHO-K1 Ca ag – counter-screen for M1 agonists: effect in parental CHO-K1 cells | Fluo-8 calcium fluorescence; scaled to maximal ATP response, vehicle zero | activation, % at 3 µM | actives 0.48% (n = 360,000); in the data active = activation above about 15%;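 also: untransfected CHO-K1 host cells lacking M1 receptor as counterscreen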
M1 PAM parental – nonselective calcium activators in parental CHO-K1 cells, primary screen, counter-screen for M1 PAM project, cell-based, Fluo-8 calcium fluorescence, full deck, 1536-well; ATP EC20; 0% at ATP EC20, 100% at ATP max; activation, % at 3 µM; actives 0.02% (n = 360,000);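 active = activation above the run cutoff, the mean activation of all test compounds plus 3 SD, cut at about 40% in these data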;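 also: peak over basal fluorescence ratio in a 140 s read after ATP addition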
CHRM4 PAM – human M4 muscarinic receptor positive allosteric modulators, primary screen, CHO-K1 cells, Fluo-8 calcium fluorescence; Muscarinic acetylcholine receptor M4 (Homo sapiens), P08173; CHO-K1 hM4/Gqi5, ACh EC20; 0% = ACh EC20, 100% = maximal ACh; activation, % at 3 µM; AID 624126, 2012; actives 0.4% (n = 360,000);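 active = activation above its plate's cutoff, the mean activation of sample wells plus 3 SD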; also: some results filed as inactive read as strong as hits
CHRM4 antagonist – human M4 muscarinic receptor antagonists, primary screen, CHO cells, Fluo-8 calcium fluorescence; Muscarinic acetylcholine receptor M4 (Homo sapiens), P08173; CHO-hM4 cells, ACh EC80; inhibition, % at 3 µM; actives 0.73% (n = 360,000);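 active = inhibition above its plate's cutoff, the mean inhibition of sample wells plus 3 SD, cut at about 27% in these data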;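 also: 0% = acetylcholine EC80 with DMSO and 100% = DMSO without agonist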
CHO-K1 Ca antag – M1 antagonist counterscreen hit in parental CHO-K1 cells. actives 0.6% (n = 360,000). ATP-induced calcium, Fluo-8 fluorescence. inhibition, % at 3 µM. AID 602250;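 active = inhibition above a per-plate cutoff, the plate's mean sample inhibition plus 3 SD, cut at about 24% in these data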;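 also: 0% = DMSO plus EC80 ATP and 100% = DMSO alone without ATP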
* hit, by the source's call.

canonical_smiles,CHRM4 agonist,M5 PAM,CHRM5 agonist,CHRM5 antagonist,CHO-K1 Ca ag,M1 PAM parental,CHO-K1 Ca antag,CHRM4 antagonist,CHRM4 PAM
CCOc1ccccc1-n1c(CN2CCN(C(=O)c3ccco3)CC2)nc2ccccc2c1=O,4,0,1,-5,0.8,9,-17,-18,14
Cc1onc(-c2ccccc2)c1C(=O)NNC(=S)NC(=O)c1ccc(Br)cc1,61*,-14,35*,-5,65*,-12,-8,3,-11
N#Cc1ccc(-c2nc3c(Cl)cc(C(F)(F)F)cn3c2Cc2ccccc2C(F)(F)F)cc1,1,-3,-1,1,1.1,17,-21,-9,12
CC(=O)c1ccc(S(=O)(=O)N2CCN(C(=O)c3ccccc3Cc3ccccc3)CC2)cc1,8,-5,-1,-2,1.4,-21,8,-3,0
CCN(c1ccccc1)S(=O)(=O)c1ccc(Cl)c(NC(=O)CSc2nncn2C)c1,2,-2,0,-2,1.9,20,-15,0,-8
CCOC(=O)c1[nH]c2ccc(C)cc2c1N=C(C)N(C)C,6,-8,-8,-1,0.6,0,-6,1,-10
COc1ccc(COCC(O)CN2CC(C)OC(C)C2)cc1OC (centres undefined),0,1,1,-10,0.2,10,-18,-7,0
CCOC(=O)Nc1nn(-c2ccc(C)cc2)c(=O)c(C#N)c1C,9,2,3,5,1.9,14,-17,2,-4
O=C1c2ccccc2C(=O)N1Cc1cccnc1,0,2,-5,-4,1.0,23,-10,-9,5
O=C(COC(=O)Cc1ccc(Cl)cc1)NCc1ccc2c(c1)OCO2,0,-4,-3,-7,-0.4,7,-9,-8,4
O=C(CSc1nnc(NC(=O)c2cccc(F)c2)s1)NC1CCCC1,1,-2,-3,11,0.6,13,-16,-3,1
CC(=O)Nc1ccc(S(=O)(=O)Nc2nc3ccccc3s2)cc1,0,-2,-3,-1,0.3,16,-9,5,4
CCOc1nc(SC(C(C)=O)C(=O)Nc2ccccc2)nc(N(C)C)n1 (centres undefined),-1,4,-1,-9,0.2,6,-9,-10,13
CCOC(=O)C1=C(Nc2ccccc2)CC(C)(O)C(C(=O)OCC)C1c1ccc(Br)cc1 (centres undefined),-2,-5,-5,2,0.2,15,-16,0,-4
O=C(NCC(c1ccco1)N1CCCC1)c1ccc(Cl)cc1 (centres undefined),1,9,-11,-4,0.1,3,12,7,0
C=CCn1c(SCCN2CCCCC2)nc2c1c(=O)[nH]c(=O)n2C,0,-10,-5,4,0.0,-4,20,-7,-5
CCC(=O)NC(C)C(c1cccs1)N1CCN(Cc2ccccc2)CC1 (centres undefined),11,-9,0,9,4.1,17,2,0,-5
CCC12CN3CC(CC)(CN(C1)C3c1ccc(OC(C)C)cc1)C2=O (centres undefined),-1,-4,-1,0,0.2,7,-21,0,15
CCC1CCCCN1C(=S)NC(=O)c1cccs1 (centres undefined),0,6,-1,1,0.1,-6,11,8,-1
Cn1c(=O)c2c(ncn2CC(=O)N2CCOCC2)n(C)c1=O,1,8,1,-8,0.5,16,-9,4,13
CC(C)CC(NC(=O)C1CCC(C)CC1)C(=O)Nc1ccc2c(c1)OCCO2 (centres undefined),0,-3,-2,5,-0.1,11,7,-6,2
O=C(Nc1cc(N2CCOCC2)ncn1)c1ccccc1,2,-9,1,6,0.1,-4,23,10,8
Cn1cccc1CC(=O)N/N=C/c1cccc2ccccc12,2,-4,-1,4,0.3,14,0,2,-3
CN(CCc1ccccn1)C(=S)Nc1ccc(Cl)c(Cl)c1,8,-7,-1,7,0.9,3,1,-6,1
COc1cc(/C=N/NC(=O)c2cc3ccccc3cc2O)ccc1OCCN1CCCCC1,1,2,-3,-2,-0.2,15,-13,-7,8
COc1ccc(CCNC(=O)CSc2nc3c(sc(=S)n3-c3ccccc3)c(=O)[nH]2)cc1OC,0,1,1,5,0.1,7,1,-2,-1
OCCC1CN(C2CCN(c3ccccc3F)CC2)CCN1Cc1ccccc1 (centres undefined),1,-6,-20,5,2.7,19,-9,-14,-4
O=S(=O)(Nc1ncccn1)c1ccc(Cl)cc1,0,-6,0,5,0.2,4,1,8,-3
O=C(NN=C1CCCCCC1)c1cccs1,0,7,-2,-14,0.5,6,-8,-4,3
Cc1ccc(C(=O)NC(=S)N2CC(C)OC(C)C2)cc1[N+](=O)[O-] (centres undefined),1,3,2,-4,0.8,28,-33,-10,3
O=C(CSc1n[nH]c(-c2ccccc2)n1)Nc1ccc(N2CCOCC2)cc1,1,-5,-2,9,0.6,-11,13,1,-4
CCOc1ccc(/C=c2\sc3nc(-c4ccco4)nn3c2=O)cc1OCC,1,3,-2,-2,0.2,21,-14,5,-3
C[C@H](CO)N1C[C@H](C)[C@@H](CN(C)Cc2ccccc2)Oc2ccc(NC(=O)Cn3cnnn3)cc2C1=O,1,9,-2,-21,0.2,1,20,-11,6
Nc1ncnc2c1ncn2[C@@H]1O[C@H](CN2CCCS2(=O)=O)[C@@H](O)[C@H]1O,0,-2,1,2,0.0,-15,11,-4,-4
Cc1nc(SCC(=O)Nc2ccnc3ccccc23)n[nH]1,4,2,3,-5,2.5,2,13,-3,7
Cc1ccc2[nH]c(=O)c(C(c3nnnn3C3CCCC3)N(Cc3cccnc3)Cc3ccco3)cc2c1 (centres undefined),5,0,-4,-3,0.8,15,-11,-6,-9
Cc1nc2nc(C)c(NS(=O)(=O)c3ccc(Cl)cc3)c(=O)n2[nH]1,1,3,1,9,2.8,10,-12,-3,1
CC1=C(C)CC(C(=O)NCCc2ccccc2)C(C(=O)O)C1 (centres undefined),0,-9,-3,21,0.4,22,-8,11,-9
Cc1nnc(SCC(=O)N2c3ccccc3CC2C)[nH]c1=O (centres undefined),0,0,-1,3,0.1,4,1,2,1
O=C(NN=C1CCCC1)NC1CCCCC1,-1,5,-2,-2,3.5,31,-13,0,-3
CCOC(=O)NC(=O)C(=CNc1ccccc1C)C(=O)NC(=O)OCC,1,0,2,5,-0.3,-2,8,7,-8
COCCCNC(=S)N(CCCN(C)C)Cc1cc2cc3c(cc2[nH]c1=O)OCCO3,1,-1,1,-3,1.6,24,-8,1,-8
Cc1ccnc(NC(=O)c2ccccc2NC(=O)c2ccccc2)c1,1,-4,-6,6,0.2,7,-10,-12,-1
Cc1ccc(CNC(=O)Nc2cccs2)cc1,1,-5,-2,5,0.6,14,-1,6,-2
CC1=C(C)C(C)=C(C#N)C(=C(C#N)C#N)N1,1,0,-2,14,1.1,14,-3,6,-5
COc1ccc(C(=O)NN(C)c2nc(C(F)(F)F)nc3ccccc23)cc1,3,-8,1,0,4.5,21,-11,-7,-1
O=C(O)c1ccc(N2CCCS2(=O)=O)cc1,2,-5,-2,5,1.2,-8,-18,-6,2
C/C(=N\NC(=O)NC1CCCCC1)c1ccco1,0,9,0,1,-0.5,19,-9,-6,5
CCOc1ccc(Br)cc1S(=O)(=O)NCc1ccncc1,3,-7,0,18,0.8,-6,1,4,-4
O=C(Nc1ccc(F)cc1)c1nc[nH]c1C(=O)Nc1ccccc1[N+](=O)[O-],2,2,0,-3,0.7,29,-9,-1,7
O=c1c2ccccc2[nH]c2ccccc12,3,-4,5,-5,3.3,-2,-3,-5,1
O=c1c2c([nH]c3ccccc13)CCCCC2,1,-4,-2,5,0.5,13,1,-2,8
CCCCC(=O)Nc1cc(Cl)ccc1C(=O)O,2,-2,-1,8,0.7,14,-14,-1,3
Brc1ccc(CSc2ncn[nH]2)cc1,0,5,-2,-5,0.4,18,-10,2,11
OC[C@@H]1CN(Cc2ccncc2)C[C@H](n2cnc3c(N4CCN(c5ccccc5)CC4)ncnc32)O1,15,-10,4,10,12,6,-1,9,-6
CN(C)c1ccc2cc(S(=O)(=O)O)cc(O)c2c1,1,15,1,-19,-0.3,-18,2,-9,16
COc1ccc(N(CC(=O)NC2CC3CCC2C3)S(=O)(=O)c2ccccc2)cc1Cl (centres undefined),3,-10,-2,8,-0.2,-17,5,5,-2
O=C(C1CC(=O)N(c2ccc3c(c2)OCCO3)C1)N1CCN(Cc2ccccc2F)CC1 (centres undefined),2,2,6,-3,0.9,6,-11,-4,1
O=C(c1ccc(COc2ccc(Br)cc2)o1)N1N=C(C(F)F)CC1(O)C(F)F (centres undefined),9,-19,-7,19,3.8,7,-23,9,-15
CN(C)S(=O)(=O)c1cccc(NC(=O)COC(=O)C2CCN(C(=O)c3ccc(F)cc3)CC2)c1,1,1,2,5,0.3,-4,-9,-11,3

Next structures follow.
canonical_smiles,CHRM4 agonist,M5 PAM,CHRM5 agonist,CHRM5 antagonist,CHO-K1 Ca ag,M1 PAM parental,CHO-K1 Ca antag,CHRM4 antagonist,CHRM4 PAM
Cc1cc(OCC(=O)NNC(=S)NC(=O)c2cccs2)ccc1Cl,0,-2,-6,10,0.3,3,-7,4,4
C#CC1(NC(=O)NCCCC)CCCCC1,0,9,-1,-6,7.1,15,11,-3,-2
CCC(=O)Nc1nc(NCc2ccccc2OC)n(-c2ccccc2)n1,1,-2,-2,-3,0.3,-9,-14,1,7
Cc1cc2[nH]c(=O)c(=O)[nH]c2cc1S(=O)(=O)NC1CCC(C)CC1 (centres undefined),3,-3,-2,1,0.1,15,-10,-19,1
CCCC1NC(=O)c2cc3ccccc3cc2-n2c1nc1ccc(C)cc1c2=O (centres undefined),1,4,0,-11,0.3,16,-9,-12,2
CCN(CC(=O)Nc1ccc(Br)cc1)C(=O)Cc1cccc(F)c1,3,4,-3,5,0.3,12,-15,-20,11
CCOC(=O)c1ccccc1N/C=C1\CCCCC1=O,0,-6,1,10,-0.2,0,-3,8,-3
O=C(CCCC(=O)N(CC(=O)NC1CCCCC1)Cc1ccco1)Nc1ccccn1,1,0,1,-3,0.5,14,-8,-6,9
COc1cccc(/C=C2\SC(=S)N(CC(=O)N(C)C3CCS(=O)(=O)C3)C2=O)c1 (centres undefined),0,-3,-5,4,0.2,-11,-3,-10,12
CC/C(C)=N\N=C\c1c(O)n(CC)c2cc(C3=NNC(=O)CC3)ccc12,1,-3,-1,-12,0.4,9,-5,2,11
CCOc1ccc(CCNC(=O)Nc2ccccc2)cc1OCC,6,-1,2,-1,5.5,12,-15,-8,3
CC(CCc1ccccc1)NC(=O)c1cccc(F)c1 (centres undefined),0,0,-1,-6,-0.3,-11,8,-3,-2

Assay outcomes deposited in PubChem BioAssay by The Scripps Research Institute Molecular Screening Center.
